Screens (PubChem)
ARFGAP1 inhibitor: rat ARFGAP1 inhibition; inhibition, % at 16.5 µM; Arfgap1-stimulated ARF1 GTP hydrolysis, GDP FP detection; AID 651572; actives 0.26% (n = 360,000);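 active means inhibition above a per-plate limit, mean inhibition of low control wells plus 3 SD, cut at about 25% in these data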;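 further: 0% = DMSO wells with enzyme and 100% = wells lacking Arfgap1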
Target sequence (Q62848 1-136 limits assumed): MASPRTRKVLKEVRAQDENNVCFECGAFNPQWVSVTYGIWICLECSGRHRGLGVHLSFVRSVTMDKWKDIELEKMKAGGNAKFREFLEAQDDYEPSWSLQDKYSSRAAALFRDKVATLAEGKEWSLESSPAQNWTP
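Repeats: one replicate per compound; assay system: rat Arfgap1 catalytic domain, aa 1-136; times: enzyme reaction 120 min at 25 °C after 20 min preincubation; detection: FP of antibody-bound GDP Alexa 633 tracer, ex 620/em 688 nm; benchmarks: high control wells lacking Arfgap1, low control full reaction with DMSO; reagent: human ARF1(Δ1-17)-GTP substrate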
Rev-erbA mod: Rev-erb alpha (human) modulation; P20393; actives 0.79% (n = 370,000); activity, % at 10 µM; Rev-erbα–FITC-DNA binding, fluorescence polarization, 90 min;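 active means activity above about 14%, limit read from the data; passing the limit was not always enough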;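 further: 0% = DMSO wells with 35 nM protein and 100% = DMSO wells with 750 nM protein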
Target sequence (P20393 whole entry, looked up): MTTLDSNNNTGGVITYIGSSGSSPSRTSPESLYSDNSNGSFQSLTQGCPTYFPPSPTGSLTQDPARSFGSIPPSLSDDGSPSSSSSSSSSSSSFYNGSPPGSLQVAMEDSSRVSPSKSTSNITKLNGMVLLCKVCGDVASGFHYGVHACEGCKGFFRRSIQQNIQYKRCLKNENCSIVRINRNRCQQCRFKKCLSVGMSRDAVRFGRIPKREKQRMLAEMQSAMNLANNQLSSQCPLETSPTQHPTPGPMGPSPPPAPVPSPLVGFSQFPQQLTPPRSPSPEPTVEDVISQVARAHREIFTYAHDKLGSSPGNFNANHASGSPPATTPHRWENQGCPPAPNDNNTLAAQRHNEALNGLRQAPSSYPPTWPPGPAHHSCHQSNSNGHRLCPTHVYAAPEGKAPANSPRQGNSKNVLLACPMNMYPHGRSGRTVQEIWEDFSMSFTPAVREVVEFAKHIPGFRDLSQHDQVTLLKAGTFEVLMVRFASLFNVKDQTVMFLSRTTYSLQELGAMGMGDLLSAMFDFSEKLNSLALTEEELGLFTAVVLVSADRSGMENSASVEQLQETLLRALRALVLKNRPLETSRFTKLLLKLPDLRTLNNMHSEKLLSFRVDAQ
PG9 binder: binds the HIV-1 gp120 antibody PG9; TR-FRET gp120-PG9 antibody binding; inhibition, % at 6.7 µM; actives 0.43% (n = 360,000); in the data active means inhibition above about 8.5%
GC-B act: GC-B (human) receptor activation; P20594; HEK293-GC-B cells, CNP EC30, cGMP TR-FRET; 0% at EC30 CNP, 100% saturating CNP; activation, % at 10 µM; actives 0.11% (n = 370,000); AID 1920062;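 active means activation at 10 µM reaching about 35% in either raw or pattern-adjusted values, limit read from the data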
rCAG binder: r(CAG) repeat RNA binding; TO-PRO-1 dye displacement fluorescence; inhibition, % at 3 µM; actives 1.3% (n = 370,000);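 active means inhibition above the plate cutoff, the mean of all test compounds on that plate plus 3 SD, cut at about 35% in these data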;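 further: 0% = DMSO alone and 100% = 100 µM mitoxantrone as full dye displacement; higher means more dye released from RNA so lower well fluorescence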
SMARCA2 act: increases SMARCA2 function in MMTV reporter cells; MG213 cells, MMTV-luciferase reporter, dexamethasone, overnight; activation, % at 9.1 µM; actives 1% (n = 370,000); in the data active means activation above about 7.8%;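 further: 0% = vehicle wells and 100% = reference activator wells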
ABHD4 inh: ABHD4 (mouse) inhibition, primary FP screen; Q8VD66; purified mABHD4, FP-Rh probe fluorescence polarization; inhibition, % at 8.92 µM; actives 0.54% (n = 370,000); AID 720543;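 active means inhibition exceeding the mean over every tested compound plus 3 SD, cut at about 30% in these data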;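 further: 0% = plate median of compound wells and 100% = S159A mutant with DMSO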
Target sequence (Q8VD66 whole entry, looked up): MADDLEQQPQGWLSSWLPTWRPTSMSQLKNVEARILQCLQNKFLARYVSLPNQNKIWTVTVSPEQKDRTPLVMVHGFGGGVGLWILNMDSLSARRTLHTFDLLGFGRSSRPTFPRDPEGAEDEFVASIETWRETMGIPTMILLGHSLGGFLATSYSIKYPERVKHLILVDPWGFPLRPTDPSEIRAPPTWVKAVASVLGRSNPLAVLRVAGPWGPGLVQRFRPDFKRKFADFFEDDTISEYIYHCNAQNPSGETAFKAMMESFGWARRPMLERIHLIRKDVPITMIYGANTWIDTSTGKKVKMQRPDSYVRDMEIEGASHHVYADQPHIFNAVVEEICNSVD
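system = mouse ABHD4 enzyme, wild type | medium = HEPES pH 7.0, NaCl, Pluronic buffer | also added = FP-Rh probe | incubation = Enzyme–compound pre-incubation 45 min, then probe 60 min, both 25 °C | technique = fluorescence polarization, excitation 525 nm, emission 598 nm, BODIPY TMR filters | controls = S159A mutant high control, sample median low control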
ASAP1 inh: inhibitors of human ASAP1 ArfGAP activity | Q9ULH1 | ASAP1-stimulated ARF1 GTP hydrolysis, GDP FP detection | inhibition, % at 16.5 µM | actives 0.19% (n = 360,000); in the data active means inhibition above about 25%;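 further: 0% = vehicle with enzyme and substrate and 100% = no enzyme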
GC-A act: GC-A (human) enzyme activation. P16066. HEK293 GC-A cells, cGMP TR-FRET, EC30 ANP; 0% at EC30 ANP, 100% saturating ANP. activation, % at 10 µM. actives 0.14% (n = 370,000). AID 1671463; in the data active means activation above about 40%
HTRA1 inh: HTRA1 (human) protease inhibition; Q92743; recombinant HTRA1, FP-rhodamine activity-based probe, fluorescence polarization; inhibition, % at 5.96 µM; actives 0.5% (n = 340,000); AID 504803; in the data active means inhibition above about 36%;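 further: 0% = enzyme with DMSO and 100% = wells lacking enzyme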
* marks the source's active call; other numbers are inactive results; nt = no result given.

Every second line gives: ARFGAP1 inhibitor	Rev-erbA mod	PG9 binder	GC-B act	rCAG binder	SMARCA2 act	ABHD4 inh	ASAP1 inh	GC-A act	HTRA1 inh
> COc1cccc(-c2nn(-c3ccccc3)cc2CN(C)Cc2ccon2)c1
 : -5	8	-0.4	4	-1	-3	-6	7	4	-44
> Cc1ccc(S(=O)(=O)N(C)c2ccc(C(=O)NCC3CCCO3)cc2)cc1 (stereo unspecified)
 : -10	3	0.8	2	-5	-3	0	-7	6	5
> Cc1cccc2cc(C3CC(c4cccs4)=NN3S(C)(=O)=O)c(Cl)nc12 (stereo unspecified)
 : 8	3	-2.2	3	7	-3	-10	-5	2	-28
> COc1cccc(NC2c3ccccc3C(=O)N2Cc2ccccc2Cl)c1 (stereo unspecified)
 : 18	1	1.1	-4	1	-6	-14	6	3	-31
> C=CCN=C1NC(c2cccc(Cl)c2)C(C(=O)OC)=C(C)N1Cc1ccc(C(F)(F)F)cc1 (stereo unspecified)
 : -5	1	1.4	-21	6	-5	19	-3	-17	nt
> O=C(C[C@@H]1CC[C@@H](NC(=O)Nc2cccc(F)c2)[C@@H](CO)O1)NCC1CCCCC1
 : 9	1	-0.3	11	-1	-3	-5	-6	1	nt
> CCOC(=O)c1c(-c2ccco2)csc1NC(=O)COC(=O)c1cnccn1
 : 3	-24	-0.4	-7	30	1	2	-13	-6	-11
> CCOC(=O)c1c(-c2cccs2)csc1NC(=O)COC(=O)c1c(C)noc1C
 : -2	-3	2.5	15	9	-1	1	-11	6	-12
> CCCCCn1c(CN2CCN(C(=O)OCC)CC2)nc2c1c(=O)[nH]c(=O)n2C
 : -6	2	-2.8	-4	-6	3	2	7	1	7
> O=C(NN1CCOCC1)c1cc(-c2cccs2)nc2ccccc12
 : 0	-1	-1.3	6	10	-4	-5	-13	0	-1
> Cc1ccc(NS(=O)(=O)c2cccc(C(=O)N3CCCCCC3)c2)cc1
 : 7	-2	-0.9	-3	-1	-2	-1	-12	0	1
> CCN1CCN(CC(=O)Nc2nc3ccc(OC)cc3s2)CC1
 : 2	-6	-1.1	0	0	3	12	4	6	2
> O=C(Nc1ccccc1)Nc1ccc2ccccc2c1
 : -1	1	-0.5	-1	7	0	-3	-14	-6	-4
> CCc1ccc2oc(-c3cccc(NC(=O)c4cccnc4)c3)nc2c1
 : -19	8	-0.3	-13	7	1	-23	-9	2	-35
> CC1(C)CC(NC(=O)C23CCC(C)(/C(=N/O)C2)C3(C)C)CC(C)(C)N1 (stereo unspecified)
 : -5	2	0.3	2	-1	-2	-2	-10	-2	8
> O=C(Cc1ccccc1)N/N=C/C=C/c1ccccc1[N+](=O)[O-]
 : -1	-5	-3.9	-7	5	-1	-10	2	-8	nt
> O=C(CNC(=O)c1ccc(Br)cc1)NCC(=O)OCC(=O)c1ccccc1
 : -8	3	-1.0	-5	-1	1	-2	-4	28	6
> COc1ccc(C(=O)Nc2ccccc2N2CCN(C(=O)c3ccccc3)CC2)cc1Br
 : 0	-1	0.8	0	2	0	-11	-1	-4	-48
> CCN(C(=O)c1cn(C)c(=O)c2cc(OC)c(OC)cc12)c1cc(OC)ccc1OC
 : 3	5	-0.9	-2	-8	-2	-1	14	-2	6
> CC(C)NC(=O)Cn1c(SCC(=O)c2ccc(F)cc2)nc2ccccc21
 : -16	-2	1.0	1	5	-2	6	5	-2	-8
> CCOC(=O)CNC(=O)c1cc(OC)cc(OC)c1
 : -2	5	-0.5	1	2	-1	5	-6	3	4
> COC(=O)CSc1nc(N2CCOCC2)c2c(c1C#N)CC(C)(C)N(C)C2
 : 6	5	-0.6	-4	-1	2	0	-6	5	3
> NS(=O)(=O)c1cccc(NC(=O)c2ccno2)c1
 : 12	2	-0.7	-8	2	-3	-1	-1	2	-1
> CCOC(=O)N1CCC(NC(=O)CCC(=O)N2CC(C)Oc3ccccc32)CC1 (stereo unspecified)
 : -15	-3	-1.4	0	-5	1	2	-2	0	3
> Cc1ccn2cc(-c3cc4ccccc4oc3=O)nc2c1
 : 12	2	0.5	-7	-1	7	-4	-3	-3	-1
> O=C(CNC(=O)c1ccc2c(c1)OCCO2)N/N=C/c1ccc(O)cc1O
 : -2	3	-1.6	-3	2	-5	4	5	-5	6
> Cc1ccc(/C=c2\sc3n(c2=O)CN(c2cccc(Br)c2)CN=3)o1
 : -14	1	-6.1	-8	1	0	19	11	-5	-7
> CC(=O)c1cccc(NC(=O)Nc2cnn(Cc3ccc(Cl)cc3Cl)c2)c1
 : 8	-3	0.3	4	9	-6	-8	13	2	-14
> COc1ccc(S(=O)(=O)Nc2nnc(Cc3ccc(OC)c(OC)c3)s2)cc1
 : -6	0	-1.5	2	28	-1	1	-25	3	1
> O=C(NNC(=S)NCc1ccccc1)c1ccc(Br)cc1
 : 13	1	-2.8	1	13	0	5	8	1	-1
> O=C(c1ccc(COc2ccc3ccccc3c2)o1)N1N=C(C(F)F)CC1(O)C(F)F (stereo unspecified)
 : nt	0	nt	0	nt	nt	nt	nt	-1	-11
> CC(NC(=O)c1ccccc1)C(=O)OCC(=O)c1ccc(Br)cc1 (stereo unspecified)
 : 2	6	0.5	-7	2	-2	0	9	6	-11
> C#CCOCCOCCOCCNc1nc(N2CCN(C(=O)[C@H](CCC(=O)O)n3cc([C@@H](N)[C@H](C)CC)nn3)CC2)nc(N2CCN(C(=O)[C@H](CCC(=O)O)n3cc([C@@H](N)CCSC)nn3)CC2)n1
 : -7	1	-0.9	3	0	-3	3	14	6	2
> COc1ccc(Cl)cc1NC(=O)C1CCN(C(=O)Nc2ccccc2)CC1
 : -6	5	-1.4	0	2	-1	1	-5	1	-14
> COC(=O)c1cccc(N(CC(=O)NC2CCCCC2)C(=O)CNC(=O)c2cccs2)c1
 : -14	1	-0.6	3	-3	-1	5	0	-3	2
> Cc1cc(-c2nnc(SCc3ccccn3)o2)no1
 : 1	4	-2.2	-3	3	-1	-3	8	4	2
> Cc1ccccc1N1CCN(Cc2nc(Cc3ccccc3)no2)CC1
 : -2	-6	0.2	8	-5	0	6	-2	1	-2
> O=C(CSc1nnc(-c2cccnc2)o1)N1CCCCC1
 : 18	-1	0.6	-5	0	-1	4	8	-2	-1
> NC(=O)c1cc2ccccc2o/c1=N/NC(=O)c1cccs1
 : 0	-2	-5.2	-5	-1	0	2	2	0	6
> Cc1nn(C)cc1C1C2=C(CC(C)(C)CC2=O)N(c2ccccc2)C2=C1C(=O)CC(C)(C)C2
 : 4	-2	-1.4	-5	-1	1	-7	-4	-17	-4
> Cc1ccc(-c2csc(/C(C#N)=C/Nc3ccc4c(c3)OCCO4)n2)cc1
 : -4	-1	-1.5	-4	3	2	0	7	2	8
> COC(=O)CN(C)C(=O)CC1C(=O)NCCN1CC(C)(C)C (stereo unspecified)
 : 4	-3	-2.2	0	-2	-1	6	5	4	-1
> C=CCOc1c(Br)cc(/C=C2/C(=O)ON=C2C)cc1OC
 : -4	0	-1.6	11	8	-1	7	-6	28	-6
> CCCCCc1nnc(NC(=O)Cn2cnc3ccccc3c2=O)s1
 : -7	3	3.1	-1	1	-3	7	9	3	1
> O=C(c1cccc(OC2CCN(Cc3ccc(F)cc3Cl)CC2)c1)N1CCCC1
 : 6	8	-1.8	0	-10	-2	-6	-1	-1	-5
> O=C(c1ccc(N2CCCS2(=O)=O)cc1)N1CCN(c2ccc(F)cc2)CC1
 : -3	8	-0.7	-3	1	0	0	20	-3	-4
> COc1ccc(C)cc1Nc1nc(C)nc2c1oc1ccccc12
 : 7	54*	5.4	2	7	1	4	8	-12	-3
> CN(C)c1nc2ncn(Cc3ccccc3)c2c(=O)[nH]1
 : -10	1	0.2	4	-2	-3	7	-16	2	2
> CCOC(=O)c1c(N)sc2c1C1CCN2CC1
 : 16	-2	-1.5	4	-2	-1	-1	9	4	0
> Cc1ccc(C)c(S(=O)(=O)N2CCN(C(C(=O)Nc3ccc(F)cc3)c3ccccc3)CC2)c1 (stereo unspecified)
 : 1	1	-1.0	4	4	-3	2	-8	-3	-3
> Cc1ccc(C)c(N2CCN(C(=O)CCc3nc(-c4ccccc4C)no3)CC2)c1
 : 6	-2	1.0	3	1	-3	-12	-2	3	-21
> CC(=O)Nc1ccc(OCC[n+]2cccc(C(N)=O)c2)cc1
 : -3	-2	-0.3	2	-5	5	2	-7	5	nt
> OC[C@@H]1CCCN1Cc1nc(-c2cccs2)no1
 : 3	-2	-2.7	3	2	-1	6	2	4	5
> O=C(Nc1cccc2ccccc12)NC1CCCCC1
 : 22	9	0.8	9	-2	-2	1	-4	1	2
> CCCN=C1N(C)C[C@@H]2[C@@H]3C(=O)N(Cc4ccccc4)C(=O)[C@@H]3[C@](CC)(C(=O)OC)N12
 : 11	1	1.3	1	1	2	6	9	5	6
> O=C(NNC(=O)c1ccccc1Cl)c1cc2cc(OC(F)(F)F)ccc2[nH]1
 : -5	8	-0.9	-1	5	-4	-4	1	1	-11
> O=S(=O)(c1cccs1)N1CN(C2CCCCC2)c2nc3ccccc3nc21
 : 5	-8	-0.7	2	3	-2	-3	-4	5	1
> Cc1ccc(S(=O)(=O)/N=C(/Nc2c(C)n(C)n(-c3ccccc3)c2=O)c2ccc(Cl)cc2)cc1
 : 3	7	1.3	5	-2	-2	4	11	0	-1
> COc1ccccc1CC(=O)NCc1csc(-c2cccs2)n1
 : -1	2	1.7	-3	0	0	2	9	2	nt
> O=C(Nc1c2c(nn1-c1cccc(Cl)c1)CS(=O)(=O)C2)C1CC1
 : -4	-5	-1.4	-13	-1	0	8	6	-8	1

A portion taken from the entries so far, for reference:
Every second line gives: ARFGAP1 inhibitor	Rev-erbA mod	PG9 binder	GC-B act	rCAG binder	SMARCA2 act	ABHD4 inh	ASAP1 inh	GC-A act	HTRA1 inh
> COc1cccc(-c2nn(-c3ccccc3)cc2CN(C)Cc2ccon2)c1
 : -5	8	-0.4	4	-1	-3	-6	7	4	-44
> Cc1ccc(S(=O)(=O)N(C)c2ccc(C(=O)NCC3CCCO3)cc2)cc1 (stereo unspecified)
 : -10	3	0.8	2	-5	-3	0	-7	6	5
> Cc1cccc2cc(C3CC(c4cccs4)=NN3S(C)(=O)=O)c(Cl)nc12 (stereo unspecified)
 : 8	3	-2.2	3	7	-3	-10	-5	2	-28

The results go on.
Every second line gives: ARFGAP1 inhibitor	Rev-erbA mod	PG9 binder	GC-B act	rCAG binder	SMARCA2 act	ABHD4 inh	ASAP1 inh	GC-A act	HTRA1 inh
> Cc1cc(Cl)ccc1OCC(=O)NC(=S)Nc1ccc(Cl)cn1
 : 10	0	-3.3	-3	-3	4	2	19	1	1
> CC(=O)Nc1ccc(/C=N/NC(=O)c2cc3ccccc3nc2C)cc1
 : 0	7	-2.8	0	-1	0	5	15	-5	3
> O=c1c(C(c2ccc(Cl)cc2)c2c(O)nc3n(c2=O)CCS3)c(O)nc2n1CCS2
 : -15	8	-0.8	2	11	-4	2	4	-1	2
> CC(=O)C1=C(O)C(=O)N(c2ccc(S(N)(=O)=O)cc2)C1c1cccc([N+](=O)[O-])c1 (stereo unspecified)
 : 4	-4	0.4	-3	6	3	1	2	4	-1
> CC(=O)c1c(C)nc2ccc([N+](=O)[O-])cc2c1-c1ccccc1
 : 4	6	-1.6	-15	4	-1	-8	-5	-11	-25
> NC(=O)CSCc1ccc(Br)cc1
 : 0	-6	-0.2	-3	-2	-2	5	1	1	0
> C/C(CCc1ccc2c(c1)OCO2)=N\NC(=O)c1ccc(C)cc1C
 : -2	1	0.2	-1	-3	2	4	-2	4	0
